ALDH1A1 inh – blocks purified human ALDH1A1 activity; P00352; Purified ALDH1A1, NADH fluorescence, propionaldehyde substrate; Potency, µM (highest dose often 75.3 µM), for inactives: at the highest dose activity, negative = inhibition, usual class: inhibitors; 7.3% of 220,000 active; AID 1030; active = well fitted inhibition curve with a large enough effect, not every such curve was filed as active; inconclusive = small, poorly fitted or top-dose-only effect, or another doubt; inactive = no such curve, though single readings can be large or run the other way;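 also: plate controls were no enzyme wells and a reference inhibitor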
Target sequence (P00352 whole entry, looked up): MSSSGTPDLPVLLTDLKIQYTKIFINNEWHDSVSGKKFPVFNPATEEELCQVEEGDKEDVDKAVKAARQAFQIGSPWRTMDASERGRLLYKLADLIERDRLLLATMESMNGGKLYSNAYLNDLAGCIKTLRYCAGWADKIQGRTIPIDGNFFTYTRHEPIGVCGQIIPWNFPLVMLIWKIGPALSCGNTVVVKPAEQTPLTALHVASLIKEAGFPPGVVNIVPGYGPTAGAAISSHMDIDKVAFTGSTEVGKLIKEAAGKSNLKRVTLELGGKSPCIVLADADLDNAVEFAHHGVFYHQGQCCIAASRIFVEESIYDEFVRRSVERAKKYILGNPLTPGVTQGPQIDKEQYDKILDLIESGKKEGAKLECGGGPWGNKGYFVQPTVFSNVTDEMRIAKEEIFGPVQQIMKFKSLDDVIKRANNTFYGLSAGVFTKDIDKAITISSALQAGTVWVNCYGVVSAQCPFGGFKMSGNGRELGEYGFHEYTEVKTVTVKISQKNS
GoLoco inh red – blocks human Gai1 binding to RGS12 GoLoco peptide, red readout. AID 880. P63096. Potency, µM (highest dose often 61.6 µM), for inactives: top-dose activity, negative = inhibition, actives largely listed as inhibitors. Gai1:RGS12 GoLoco peptide FP, rhodamine, 10 min. 0.44% of 230,000 active; active = well fitted inhibition curve with a large enough effect, not every such curve was filed as active; inactive = no such curve, though single readings can be large or run the other way; also: % is scaled to controls: 0 for no effect and ±100 for the full control effect; nearly all actives have a fitted effect of over 30% in size; many of its hits are not listed in these tables
Target sequence (P63096 whole entry, looked up): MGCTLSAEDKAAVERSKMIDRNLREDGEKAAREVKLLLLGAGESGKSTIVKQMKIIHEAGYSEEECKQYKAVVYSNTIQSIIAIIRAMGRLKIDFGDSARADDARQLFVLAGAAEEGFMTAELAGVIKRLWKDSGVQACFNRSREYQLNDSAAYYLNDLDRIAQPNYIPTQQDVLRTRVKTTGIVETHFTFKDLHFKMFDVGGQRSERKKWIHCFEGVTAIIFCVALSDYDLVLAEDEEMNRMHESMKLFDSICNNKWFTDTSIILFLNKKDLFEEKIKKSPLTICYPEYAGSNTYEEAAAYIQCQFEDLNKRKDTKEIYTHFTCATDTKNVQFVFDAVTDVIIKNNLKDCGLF
TRb SRC2 PPI – TRbeta-SRC2 interaction inhibition; P10828; TRbeta-SRC2 peptide binding, fluorescence polarization; receptor liganded with 1 µM T3; Potency, µM (top dose mostly 106 µM), for inactives: at the highest dose activity change, negative = inhibition, usual class: inhibitors; 0.065% of 280,000 active; AID 1469;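 also: plate controls were bound peptide for no effect and peptide without receptor for full effect; nearly all actives have a fitted effect of over 50% in size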
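Human TRb LBD (0.6 uM) plus Texas Red-labeled SRC2 peptide (20 nM), 1uM T3, 5% DMSO, 5 hr at ambient temperature. Decreased polarization (555/632 nm) flags inhibition; data normalized to free and bound peptide controls.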
RECQ1 inh – RECQ1 (human) helicase inhibition | P46063 | RECQ1 DNA unwinding, red fluorescence kinetic read | Potency, µM (top dose mostly 57.3 µM), for the others: top-dose activity, negative = inhibition, usual class: inhibitors | 0.54% of 240,000 active;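 also: plate controls were vehicle for no effect and no enzyme for full effect; nearly all actives have a fitted effect of over 30% in size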
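50 nM RECQ1T1 preincubated 15 min with compound in Tris pH 8.0 buffer with MgCl2, DTT, Tween-20 and 2.5 ug/ml poly(dI-dC); started with 200 nM TAMRA/BHQ-2 forked duplex and 2 mM ATP. Unwinding read as fluorescence (525/598 nm), two reads 2 h apart.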
Lamin A splicing – modulators of lamin A splicing | 0.01% of 200,000 active | HeLa LMNA splicing GFP/RFP minigene ratio, 48 h | Potency, µM (series often up to 46.1 µM), inactives show at the top dose ratio change, negative = inhibition, hits mostly inhibitors; active = well fitted inhibition curve with a large enough effect in the signal ratio, with a control signal flat, not every such curve was filed as active; inconclusive = small, poorly fitted or top-dose-only effect, or effect the other way, or a change in a side signal; the % refers to the signal ratio; also: % is scaled to controls: 0 for no effect and ±100 for the full control effect
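S3 HeLa stable clones carrying a lamin A-EGFP splicing minigene plus DsRed2 were seeded at 600 cells/well in Opti-MEM with 2% FBS, pin-dosed and incubated 48 h at 37°C. Acumen cytometry (488 nm) gave the GFP/RFP total-intensity ratio.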
SMN2 splice enh – SMN2 splice variant enhancement | HEK293 SMN2-luciferase splicing reporter, luminescence, 30-36 h | Potency, µM (top dose mostly 46.1 µM), for inactives: at the top dose activity change, positive = activation, actives largely listed as activators | 2.8% of 210,000 active | AID 1458; also: % of control where 0% means no effect; nearly all actives have a fitted effect of over 55% in size
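HEK293 cells carry an SMN2 minigene-luciferase reporter in which exon 7 inclusion puts luciferase in frame. Cells were seeded at 2000 cells/well, attached for 10-12 hours, then exposed to compounds for 30-36 hours at 37C before ONE-Glo luminescence.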
TexasRed fluor – counter-screen for TRb-SRC2 inhibitors: fluorescence interference | TRb/SRC2 Texas Red total fluorescence interference | 0.29% of 280,000 active | Potency, µM (doses to about 106 µM), inactives show at the highest dose fluorescence change, negative = quenching | AID 1479; active = well fitted curve in either direction with a large enough effect; inconclusive = small, poorly fitted or top-dose-only effect; also: % is scaled to controls: 0 for no effect and ±100 for the full control effect
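Human TRβ ligand-binding domain (0.6 uM) and Texas Red SRC2 peptide (20 nM) in Tris buffer with 1 uM T3 and 5% DMSO were incubated with pinned compound for 5 hr at ambient temperature. Total fluorescence was computed as S + 2P (555/632 nm).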
KDM4E inh – blocks human JMJD2E demethylase activity; B2RXH2; JMJD2E catalytic domain, FDH-coupled NADH fluorescence (FDH is formaldehyde dehydrogenase); Potency, µM (series often up to 57.1 µM), without a hit: at the highest dose activity change, negative = inhibition, hits mostly inhibitors; 1.6% of 230,000 active; AID 2147; active = well fitted inhibition curve with a large enough effect, not every such curve was filed as active; inconclusive = small, poorly fitted or top-dose-only effect, or another doubt; inactive = no such curve, though single readings can be large or run the other way;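 also: 0% = wells with enzyme and -100% = buffer wells without enzyme; nearly all actives have a fitted effect of over 50% in size; many of its hits are not listed in these tables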
* hit, by the source's call; & = joins results of further samples; [ ] = dose if it differs, or a comment. Unless noted, calls follow the shape of the dose curve; as a rule, active = well fitted curve in the direction sought with a large enough effect; inconclusive = small, poorly fitted or top-dose-only effect, or another doubt; inactive = no such curve, though single readings can be large; an effect the other way counts as inactive or inconclusive. Potency is read from the fitted curve at half-maximal effect.

CCSC1=C(C#N)C(c2ccccc2C)CC(=O)N1 (stereo not drawn) was read as ALDH1A1 inh -6%, GoLoco inh red -3%, TRb SRC2 PPI 6%, RECQ1 inh inactive, Lamin A splicing 5%, SMN2 splice enh 17%, TexasRed fluor 3% and KDM4E inh 1%.
For CCN(CC)C(=O)c1ccc(Nc2nnc(C)c3ccccc23)cc1 the results were ALDH1A1 inh 4µM*, GoLoco inh red 10%, TRb SRC2 PPI -6%, RECQ1 inh 2%, Lamin A splicing -13%, SMN2 splice enh -11%, TexasRed fluor 1% and KDM4E inh 1%.
C=CC(=O)N1C/C=C\C(c2ccc(OC)cc2)N(Cc2ccc(F)cc2)C(=O)C1 (stereo not drawn) was read as GoLoco inh red 9%, TRb SRC2 PPI -17%&0%, RECQ1 inh -13%, TexasRed fluor 3%&-1% and KDM4E inh -2%.
Cc1onc(-c2ccccc2Cl)c1C(=O)NC(=S)Nc1ccc(C(C)C)cc1 was read as ALDH1A1 inh 20µM*, GoLoco inh red 11%, TRb SRC2 PPI 3%, RECQ1 inh -9%, Lamin A splicing -5%[46 µM], TexasRed fluor -3% and KDM4E inh inconclusive.
For COc1ccc(C(=O)N/N=C2/SCC(=O)N2Cc2ccc3c(c2)OCO3)cc1OC the results were ALDH1A1 inh 20µM*, GoLoco inh red -5%, TRb SRC2 PPI -2%, RECQ1 inh -8%, Lamin A splicing 1%, SMN2 splice enh -4%, TexasRed fluor 3% and KDM4E inh 1%.
`O=C(Nc1nc(-c2ccccc2)cs1)C1CCCN(S(=O)(=O)c2ccccc2)C1` (stereo not drawn) gave ALDH1A1 inh 1%, GoLoco inh red 19%, TRb SRC2 PPI 11%, RECQ1 inh -7%, Lamin A splicing -17%, SMN2 splice enh -60%[inhibitor], TexasRed fluor 0% and KDM4E inh 9%.
Screening COC(=O)C(CC(=O)Nc1cc(C)ccc1C)Nc1ccccc1OC (stereo not drawn) returned ALDH1A1 inh 5%, GoLoco inh red 3%, TRb SRC2 PPI -4%, RECQ1 inh -14%, Lamin A splicing 5%, SMN2 splice enh 25%, TexasRed fluor 4% and KDM4E inh 4%.
Screening COc1ccc(Cn2nnnc2C(c2ccccc2OC)N2CCC(C(N)=O)CC2)cc1 (stereo not drawn) returned ALDH1A1 inh 2%, GoLoco inh red -7%, TRb SRC2 PPI 2%, RECQ1 inh 0%, Lamin A splicing -12%, SMN2 splice enh -4%, TexasRed fluor -1% and KDM4E inh -1%.
For O=C(Cc1ccc(-n2cccc2)cc1)NC1CCCCC1 the results were ALDH1A1 inh -4%, TRb SRC2 PPI 7%, RECQ1 inh -1%, Lamin A splicing 1%, TexasRed fluor -5% and KDM4E inh -5%.
Screening Nc1ccccc1SC1CC(=O)N(c2ccc3c(c2)OCCO3)C1=O (stereo not drawn) returned GoLoco inh red 5%, TRb SRC2 PPI -1%, RECQ1 inh -6%, TexasRed fluor -2% and KDM4E inh 1%.
Screening Cc1cccc(NC(=O)CN2C(=S)NC(C)(C)CC2C)c1C (stereo not drawn) returned ALDH1A1 inh inconclusive, GoLoco inh red -1%, TRb SRC2 PPI 10%, RECQ1 inh -7%, Lamin A splicing -10%, SMN2 splice enh -13%[1.84 µM], TexasRed fluor 0% and KDM4E inh -1%.
For COc1ccccc1OCC(=O)NCc1nc(-c2ccccc2)no1 the results were ALDH1A1 inh inconclusive, GoLoco inh red 2%, TRb SRC2 PPI 4%, RECQ1 inh 28%, SMN2 splice enh -13%, TexasRed fluor -3% and KDM4E inh -1%.
For O=c1nc2n(c3c1oc1ccccc13)Cc1ccccc1-2 the results were ALDH1A1 inh inconclusive, GoLoco inh red 8%, TRb SRC2 PPI -5%, RECQ1 inh inactive, Lamin A splicing -4%, SMN2 splice enh -15%, TexasRed fluor -2% and KDM4E inh inconclusive.
CSC1=N/C(=C\c2ccc(C)cc2)C(=O)S1 was read as ALDH1A1 inh inconclusive, GoLoco inh red -5%, TRb SRC2 PPI -8%, RECQ1 inh inactive, Lamin A splicing 9%, SMN2 splice enh -14%, TexasRed fluor -1% and KDM4E inh -5%.
Screening CCN(CC(=O)Nc1ccc(N2CCOCC2)cc1)C(=O)c1ccc(C(F)(F)F)cc1 returned ALDH1A1 inh -3%, GoLoco inh red 0%, TRb SRC2 PPI 5%, RECQ1 inh inactive, Lamin A splicing inconclusive, SMN2 splice enh 1%, TexasRed fluor -1% and KDM4E inh 3%.
For Cc1nc(N2CCOCC2)c2nc(-c3ccccc3)n(CCN3CCCC3)c2n1 the results were ALDH1A1 inh inconclusive, GoLoco inh red 9%, TRb SRC2 PPI 3%, RECQ1 inh -11%, SMN2 splice enh -8%, TexasRed fluor 2% and KDM4E inh inconclusive.
Screening CC(C)CN1CCCC2(CCN(C(=O)c3cnccn3)CC2)C1 returned ALDH1A1 inh inconclusive, GoLoco inh red 4%, RECQ1 inh -5% and SMN2 splice enh -1%.
CCC(c1nnnn1Cc1ccco1)N1CCC(C(N)=O)CC1 (stereo not drawn) was read as ALDH1A1 inh inconclusive, GoLoco inh red -4%, TRb SRC2 PPI -6%, RECQ1 inh inactive, Lamin A splicing 3%, SMN2 splice enh 0%, TexasRed fluor -1% and KDM4E inh 4%.
`COc1cccc(C2c3[nH]c4ccccc4c3CCN2Cc2cccc(C)n2)c1` (stereo not drawn) gave ALDH1A1 inh -3%, GoLoco inh red 3%, TRb SRC2 PPI -3%, RECQ1 inh -3%, TexasRed fluor -6% and KDM4E inh inconclusive.
Cc1snc(SCC(=O)c2ccc(Cl)cc2)c1C#N was read as ALDH1A1 inh 20µM*, GoLoco inh red -4%, TRb SRC2 PPI -3%, RECQ1 inh inactive, Lamin A splicing 5%, SMN2 splice enh -3%, TexasRed fluor 2% and KDM4E inh inconclusive.
Screening CC(OC(=O)CCCN1C(=O)c2ccccc2C1=O)C(=O)Nc1ncc(Cl)cc1Cl (stereo not drawn) returned ALDH1A1 inh -15%, GoLoco inh red 1%, TRb SRC2 PPI -4%, RECQ1 inh -13%, Lamin A splicing 4%, SMN2 splice enh -2%, TexasRed fluor 1% and KDM4E inh -1%.
For CCOc1cc(CNc2ccc(N3CCN(C(C)=O)CC3)cc2)cc(Br)c1OC the results were ALDH1A1 inh inconclusive, GoLoco inh red -2%, TRb SRC2 PPI 0%, RECQ1 inh 0%, Lamin A splicing inconclusive, SMN2 splice enh -32%[inhibitor], TexasRed fluor -4% and KDM4E inh inconclusive.
For C/C(O)=C(/C#N)c1nc2ccccc2[nH]1 the results were ALDH1A1 inh 1%, TRb SRC2 PPI 7%, RECQ1 inh -4%, Lamin A splicing 9%, TexasRed fluor -2% and KDM4E inh -1%.
`CC1CCN(C(=O)CSc2nc3ccccc3s2)CC1` gave ALDH1A1 inh inconclusive, GoLoco inh red 87%[activator], TRb SRC2 PPI -16%, RECQ1 inh -6%, Lamin A splicing 1%, SMN2 splice enh inconclusive, TexasRed fluor -4% and KDM4E inh 2%.

2 entries drawn at random from those above:
For Cc1nc(N2CCOCC2)c2nc(-c3ccccc3)n(CCN3CCCC3)c2n1 the results were ALDH1A1 inh inconclusive, GoLoco inh red 9%, TRb SRC2 PPI 3%, RECQ1 inh -11%, SMN2 splice enh -8%, TexasRed fluor 2% and KDM4E inh inconclusive.
For O=c1nc2n(c3c1oc1ccccc13)Cc1ccccc1-2 the results were ALDH1A1 inh inconclusive, GoLoco inh red 8%, TRb SRC2 PPI -5%, RECQ1 inh inactive, Lamin A splicing -4%, SMN2 splice enh -15%, TexasRed fluor -2% and KDM4E inh inconclusive.

Next compounds:
`COc1ccc(NC(=O)CN(C)C2CCCCC2)cc1Cl` gave ALDH1A1 inh 2%, GoLoco inh red 5%, TRb SRC2 PPI 2%, RECQ1 inh inactive, TexasRed fluor -2% and KDM4E inh 11%.
Screening O=C(NN1C(=O)c2ccccc2NC12CCCCC2)c1ccccc1 returned ALDH1A1 inh inconclusive, GoLoco inh red 35%[activator], TRb SRC2 PPI 0%, RECQ1 inh 0%, SMN2 splice enh -52%[inhibitor], TexasRed fluor 0% and KDM4E inh inconclusive.
For CCCn1c(C)nc2c(NCCCN(CC)CC)nc(C)nc21 the results were ALDH1A1 inh -5%, GoLoco inh red 1%, TRb SRC2 PPI 3%, RECQ1 inh -3%, SMN2 splice enh -3%, TexasRed fluor -4% and KDM4E inh 9%.
CC1(NC(=O)C23CC4CC(CC(C4)C2)C3)CCS(=O)(=O)C1 (stereo not drawn) was read as ALDH1A1 inh 7%, GoLoco inh red -7%, TRb SRC2 PPI -3%, RECQ1 inh -9%, Lamin A splicing 0%, SMN2 splice enh 13%, TexasRed fluor 2% and KDM4E inh 7%.
`Cc1sc2nc(NCCO)[nH]c(=O)c2c1C` gave ALDH1A1 inh -2%, GoLoco inh red 7%, TRb SRC2 PPI -21%, RECQ1 inh -8%, Lamin A splicing -6%, SMN2 splice enh 9%, TexasRed fluor -2% and KDM4E inh -3%.
Screening Cc1ccc2[nH]c(C)c(/C=N/Nc3nc4ccccc4s3)c2c1 returned ALDH1A1 inh 11%, GoLoco inh red 4%, TRb SRC2 PPI 6%, RECQ1 inh -13%, Lamin A splicing 15%, SMN2 splice enh 7%, TexasRed fluor -4% and KDM4E inh -10%.
Screening COc1cc(/C=N/NC(=S)NCC2CCCO2)cc(OC)c1OC (stereo not drawn) returned GoLoco inh red 3%, TRb SRC2 PPI 3%, RECQ1 inh 11%, TexasRed fluor -7% and KDM4E inh inconclusive.
CCOC(=O)c1sc(NC(=O)CSc2nnnn2-c2ccc(C)cc2C)nc1C was read as ALDH1A1 inh inconclusive, GoLoco inh red 13%, TRb SRC2 PPI -1%, RECQ1 inh -7%, Lamin A splicing 1%, SMN2 splice enh -2%, TexasRed fluor 0% and KDM4E inh 9%.
Cn1c(C2=C(O)CN(c3ccc4c(c3)OCCO4)C2=N)nc2ccccc21 was read as ALDH1A1 inh 2%, GoLoco inh red 3%, TRb SRC2 PPI -2%, RECQ1 inh inactive, Lamin A splicing 1%, SMN2 splice enh 14%, TexasRed fluor -9% and KDM4E inh -3%.

This is a subset (hit frequency here may not be typical).
